pAkt inh: HTS Assay for Inhibitors of Akt Phophorylation: Primary Screen; Neuro2A IGF-stimulated pAkt S473 HTRF, 20 min; hits give low values; activity change, % for hits at 50 µM; 360,000 tested, 0.32% active; AID 651550, 2012; in the data active = activity change below about -80%; inconclusive = mostly about -51% to -80%; also: % is scaled to controls: 0 for no effect and ±100 for the full control effect
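Neuro2A cells (4,500/well, DMEM with 0.5% FBS) were treated with compound at a single 50 µM final concentration, stimulated with 6 nM IGF for 20 min at 37 °C, and lysed. Phospho-Akt Ser473 was read by HTRF as 665/615 ratio ×10^4.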
CCT modulator: High-Throughput Screening for Modulators of Cytosolic Chaperonin Activity. purified chaperonin ATPase assay, HTRF ADP detection, 30 min. 360,000 tested, 0.3% active. activity change, % (no concentration beside the values), hits read low; in the data active = activity change below about -30%; also: % is scaled to controls: 0 for no effect and ±100 for the full control effect
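ATPase activity: ADP formed was measured by HTRF Transcreener (665/615 nm ratio) after 30 min at 37 deg C with 10 uM ATP. Compounds screened at one 76 uM concentration against 40 or 20 nM TRiC in Tris pH 7.4/KCl/MgCl2/DTT buffer.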
EPAC2 antagonist: qHTS for Antagonist of cAMP-regulated guanine nucleotide exchange factor 2 (EPAC2): primary screen. Rap guanine nucleotide exchange factor 4 (Homo sapiens), Q8WZA2. EPAC2 GEF exchange of Rap1B-BODIPY-GDP, fluorescence. Potency, µM (doses to about 114 µM), for inactives: at the highest dose activity, negative = inhibition, actives largely listed as inhibitors. 360,000 tested, 0.18% active; also: potency is read from the fitted curve at half-maximal effect; % is scaled to controls: 0 for no effect and ±100 for the full control effect; nearly all actives have a fitted effect of over 45% in size; many of its hits are not listed in these tables
Target sequence (Q8WZA2 whole entry, looked up): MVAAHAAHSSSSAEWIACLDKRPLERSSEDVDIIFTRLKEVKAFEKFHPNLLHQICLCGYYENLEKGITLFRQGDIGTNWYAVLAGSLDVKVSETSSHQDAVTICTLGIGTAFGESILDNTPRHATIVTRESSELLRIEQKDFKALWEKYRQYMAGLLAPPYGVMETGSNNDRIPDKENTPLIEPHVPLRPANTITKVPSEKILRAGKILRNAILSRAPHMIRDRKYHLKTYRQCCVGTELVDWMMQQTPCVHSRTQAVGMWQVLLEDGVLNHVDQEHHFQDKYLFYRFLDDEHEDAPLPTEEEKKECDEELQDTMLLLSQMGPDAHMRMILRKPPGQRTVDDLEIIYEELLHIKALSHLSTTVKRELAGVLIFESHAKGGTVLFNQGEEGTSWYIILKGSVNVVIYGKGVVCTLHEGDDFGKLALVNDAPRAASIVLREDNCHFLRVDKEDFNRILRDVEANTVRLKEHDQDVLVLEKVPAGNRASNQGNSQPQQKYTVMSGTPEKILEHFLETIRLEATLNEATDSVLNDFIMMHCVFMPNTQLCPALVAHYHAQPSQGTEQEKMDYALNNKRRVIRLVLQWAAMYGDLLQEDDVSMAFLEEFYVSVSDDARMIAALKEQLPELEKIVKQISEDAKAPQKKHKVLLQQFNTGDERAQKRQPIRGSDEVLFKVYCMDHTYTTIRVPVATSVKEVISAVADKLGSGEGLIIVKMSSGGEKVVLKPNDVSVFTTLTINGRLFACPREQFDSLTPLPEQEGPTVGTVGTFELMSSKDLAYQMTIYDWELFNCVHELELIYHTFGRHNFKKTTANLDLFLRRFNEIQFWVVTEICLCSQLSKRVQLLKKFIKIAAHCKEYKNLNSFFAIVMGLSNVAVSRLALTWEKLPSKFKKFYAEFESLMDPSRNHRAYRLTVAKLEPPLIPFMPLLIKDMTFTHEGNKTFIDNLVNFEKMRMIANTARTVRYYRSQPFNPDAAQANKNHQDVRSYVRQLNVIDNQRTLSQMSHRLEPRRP
MmCpn inh: Inhibitors of TCP-1 ring complex (TRiC) of Methanococcus maripaludis (MmCpn): qHTS. purified Mm-Cpn ATPase, ADP Transcreener TR-FRET. Potency, µM (series often up to 76.9 µM), inactives show at the highest dose activity, negative = inhibition, actives largely listed as inhibitors. 330,000 tested, 0.031% active. AID 504842, 2011; also: potency is read from the fitted curve at half-maximal effect; % is scaled to controls: 0 for no effect and ±100 for the full control effect; nearly all actives have a fitted effect of over 80% in size
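Measured: ADP formation by purified Mm-CPN. Conditions: 25 nM protein, 10 uM ATP, Tris pH 7.4 with Mg2+, K+ and DTT, 37°C for 30 min. Detection: Transcreener HTRF after 30 min at room temperature.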
TGFb inhibitor: qHTS for Inhibitors of TGF-b | HepG2 CAGA-GFP TGF-b/SMAD3 reporter, GFP fluorescence, 18 h; TGF-beta stimulated, 500 pg/mL final | Potency, µM (highest dose often 46.1 µM), without a hit: top-dose activity, negative = inhibition, most hits filed as inhibitors | 410,000 tested, 1.2% active; also: potency is read from the fitted curve at half-maximal effect; % is scaled to controls: 0 for no effect and ±100 for the full control effect; nearly all actives have a fitted effect of over 65% in size
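Smad-responsive CAGA-GFP expression was quantified in HEPG2 cells exposed to compounds and 500 pg/mL final TGF-beta for 18 h at 37 degrees C; unstimulated wells defined full inhibition.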
A549 viability: Nrf2 qHTS screen for inhibitors: counterscreen for cytotoxicity | A549 ARE-Fluc cells, CellTiter-Fluor viability, 18-24 h | Potency, µM (highest dose often 46 µM), without a hit: at the highest dose activity change, negative = cytotoxicity, actives largely listed as inhibitors | 390,000 tested, 0.16% active | AID 504648, 2011; also: potency is read from the fitted curve at half-maximal effect; % is scaled to controls: 0 for no effect and ±100 for the full control effect
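A549 ARE-Fluc cells in 5% FBS OPTI-MEM, 5000 cells/well, rested 2 h then exposed to compounds in concentration-response for 18-24 h at 37 °C. Viability by CellTiter-Fluor fluorescence (Ex 405/Em 525) after 30 min; luciferase luminescence (BugLite, 15 min, RT) read afterwards.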
Nrf2 ARE act: qHTS of Nrf2 Activators; AREc32 ARE-luciferase reporter (MCF7-derived line), luminescence, 24 h; Potency, µM (titrated, usually from 46.1 µM), without a hit: at the highest dose activation, usual class: activators; 410,000 tested, 0.31% active; also: potency is read from the fitted curve at half-maximal effect; % of control where 0% means no effect; nearly all actives have a fitted effect of over 65% in size
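Steps: seed AREc32_Fluc cells (1000/well, 5% FBS OPTI-MEM); incubate overnight at 37 deg C; add 23 nL compound; incubate 24 hr; add Steady-Glo; hold 30 min RT; read luminescence.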
EPAC2 ag: qHTS for Agonist of cAMP-regulated guanine nucleotide exchange factor 4 (EPAC2): primary screen; EPAC2 activation, biochemical qHTS; response scale: 100% = 6.5 mM cAMP response; Potency, µM (series often up to 154 µM), without a hit: at the highest dose activation, hits mostly activators; 360,000 tested, 0.079% active; Rap guanine nucleotide exchange factor 4 (Homo sapiens), Q8WZA2; also: potency is read from the fitted curve at half-maximal effect; nearly all actives have a fitted effect of over 50% in size
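Each well held 100 nM EPAC2, 250 nM RAP1B-BODIPY-GDP and 50 uM GDP. Fluorescence, read at 5-min intervals to 30 min, was referenced to a 6.5 mM cAMP positive control.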
Nrf2 block: Nrf2 qHTS screen for inhibitors; A549 ARE-Fluc reporter, luciferase luminescence, 18-24 h; Potency, µM (doses to about 46 µM), for inactives: at the top dose activity change, negative = inhibition, most hits filed as inhibitors; 360,000 tested, 2.1% active; AID 504444, 2011; also: potency is read from the fitted curve at half-maximal effect; % is scaled to controls: 0 for no effect and ±100 for the full control effect; nearly all actives have a fitted effect of over 60% in size
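Nrf2 function is reported as luminescence of an ARE-controlled luciferase in A549 cells. Compounds were tested at several concentrations, and a CellTiter-Fluor read on the same wells flagged cytotoxicity.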
Active calls of the source: *; i = inactive; ? = inconclusive; / = no result given; & = joins results of further samples; [ ] = another dose, or the depositor's remark. Unless noted, calls follow the shape of the dose curve; as a rule, active = well fitted curve in the direction sought with a large enough effect; inconclusive = small, poorly fitted or top-dose-only effect, or another doubt; inactive = no such curve, though single readings can be large; an effect the other way counts as inactive or inconclusive. Not all compounds are listed (hit frequency here may not be typical).

SMILES	pAkt inh	CCT modulator	EPAC2 antagonist	MmCpn inh	TGFb inhibitor	A549 viability	Nrf2 ARE act	EPAC2 ag	Nrf2 block
COc1cccc(NC(=O)CSc2nc3ccccc3c(=O)n2CCCC(=O)N2CCCC2)c1	i	0.0	0%	0%	5%	-4%	1.9%	-3%	-3%
Cc1ccccc1-c1cccc([C@@H]2C[C@H]3[C@H](CON3C)CN2C)c1	i	2.4	-5%	/	5%	-2%	-0.4%	6%	1%
COCCn1c(SCC(=O)N(C)C2CCS(=O)(=O)C2)nc2ccccc2c1=O (stereo not drawn)	i	0.0	13%	1%	22%	12%	1.8%	-8%	2%
COc1ccc(-c2nn(-c3ccccc3)cc2/C=C(\C#N)C(N)=O)cc1[N+](=O)[O-]	i	1.4	-10%	-3%	-6%	6%	0.2%	10%	?
CN1CCOc2cc(S(=O)(=O)Nc3ccc(F)cc3)ccc21	i	-1.4	-6%	2%	?	-5%	-0.1%	-10%	/
O=S(=O)(NCCS(=O)(=O)N1CCN(c2ccccc2)CC1)c1ccccc1	i	-0.8	-13%	0%	-4%&-7%	5%&-1%	0.0%&0.3%	6%	-9%
Cc1ccc(C(=O)Nc2ccc(S(=O)(=O)N(Cc3ccccc3)c3ccccc3)cc2)cc1	/	/	/	/	0%	-1%	0.3%	/	?
O=C(Cc1cccs1)NNC(=S)NC(=O)c1ccc(F)c(F)c1	i	-1.7	4%	-5%	?	-7%	1.1%	-10%	-8%
CCc1ccc(N/C(N)=N/c2nc(CSc3ncccn3)cc(=O)[nH]2)cc1	i	-3.7	3%	1%	16%	-12%	2.4%	6%	-5%
COc1ccc2c(C)cc(SCC(=O)NC3CCCC3)nc2c1	i	-1.8	-5%	-5%	?	16%	-0.1%	11%	-8%
COc1ccc(CC(NC(C)=O)C(=O)N2CCN(C(=O)Nc3cccc(Cl)c3)CC2)cc1OC (stereo not drawn)	i	-0.1	2%	2%	-6%	0%	-0.4%	15%	/
Cc1ccc(NC(=O)c2cc([N+](=O)[O-])ccc2N2CCOCC2)cc1S(=O)(=O)N(C)C	i	0.8	0%	2%	7%	-1%	-0.2%	3%	-4%
CC(=O)C1=CCC(c2ccccc2)N(S(=O)(=O)c2ccccc2)C1 (stereo not drawn)	i	-1.0&1.4	2%&3%	/	-27%&-5%	/	6.8%&13%	8%&13%	/
CC1(C)CC2CC(C)(CN2C(=O)c2cc(-c3ccc(F)cc3)on2)C1 (stereo not drawn)	i	-0.3	-13%	2%	18%	2%	-0.6%	-7%	-25%
Cc1cccc(N2CCN(C(=O)COc3ccc4c(C)cc(=O)oc4c3C)CC2)c1C	i	3.0	-15%	0%	?	-8%	-0.1%	2%	16µM*
Cc1cc2ccccc2c(=O)n1CC(=O)NCC(=O)N(C)C1CCCCC1	i	-1.2	3%	-2%	-4%	-4%	-0.4%	-1%	1%
Cc1ccc(C(=O)COC(=O)C(C)N2C(=O)C3C4C=CC(C4)C3C2=O)cc1C (stereo not drawn)	i	1.2	-14%	0%	-21%	-5%	0.2%	5%	10%
Cc1ccc2nc(Cl)c(CN(C(=O)c3cnccn3)C3CCCCC3)cc2c1	i	0.3	-1%	1%	-17%	-5%	0.1%	23%	-19%
CCOc1ccc(C(C(=O)NC(C)(C)C)N(CCOC)C(=O)CCC(=O)Nc2nccs2)cc1 (stereo not drawn)	i	-2.2	-7%	2%	-1%	-5%	-0.8%	5%	-11%
COc1ccc(/C=C2\SC(=O)N(CC(=O)NC3CCS(=O)(=O)C3)C2=O)cc1 (stereo not drawn)	i	-1.7	-26%	4%	-7%	9%	0.2%	4%	-6%
Cc1cccc(NC(=O)CSc2ncc3c(n2)-c2cc(Cl)ccc2N(C)S3(=O)=O)c1C	/	/	/	/	-16%	9%	0.2%	/	14%
Cc1ccc(C)c(N2CCN(C(c3ccc(F)cc3)c3nnc(-c4ccccc4)o3)CC2)c1 (stereo not drawn)	/	/	/	/	0%	-6%	-0.8%	/	-32%
CCOCN(C(=O)Cn1c(C(C)O)nc2ccccc21)c1c(C)cccc1CC (stereo not drawn)	/	-0.6	4%	-2%	16%	-1%	-0.1%	-1%[15.6 µM]	16%
Cc1cccc(C)c1NC(=O)Cn1c(=O)n(CCC(=O)NCc2ccco2)c(=O)c2sccc21	i	-1.6	8%	-1%	-14%	9%	-0.4%	-1%	/
CCOc1cccc(C(=O)Nc2ccc(NC(=O)c3ccccc3)c(C)c2)c1	i	-1.0	-6%	1%	-2%	-16%	-0.1%[9.22 µM]	-2%	-1%
Cc1cc(NC(=O)C2C3C(=O)N(CC4CCCO4)C(C(=O)NCc4ccccc4)C34C=CC2(C)O4)no1 (stereo not drawn)	i	-3.3	-3%	-1%	0%	-6%	0.0%	7%	4%
Cc1cc(N2CCCC2)n2nc(C)nc2n1	i	0.1	4%	-1%	1%	-2%	-0.2%	-6%	1%
Cc1cc(C)n2c(Br)c(CN3CCCC(C)C3)nc2n1 (stereo not drawn)	i	-0.1	-2%	-2%	8%	0%	-0.2%	2%	-18%
Cc1noc(C)c1CSc1ncnc2ccccc12	i	-3.2	-7%	-1%	4%	1%	6.9%	5%	-22%
Oc1ccc(Cl)cc1C=Nc1ccccc1Br	i	-1.8	-1%	-1%	-5%	3%	-0.4%	0%	-2%

For convenience, some entries already given.
SMILES	pAkt inh	CCT modulator	EPAC2 antagonist	MmCpn inh	TGFb inhibitor	A549 viability	Nrf2 ARE act	EPAC2 ag	Nrf2 block
Cc1cc2ccccc2c(=O)n1CC(=O)NCC(=O)N(C)C1CCCCC1	i	-1.2	3%	-2%	-4%	-4%	-0.4%	-1%	1%
Cc1ccc(C(=O)COC(=O)C(C)N2C(=O)C3C4C=CC(C4)C3C2=O)cc1C (stereo not drawn)	i	1.2	-14%	0%	-21%	-5%	0.2%	5%	10%
Cc1ccc2nc(Cl)c(CN(C(=O)c3cnccn3)C3CCCCC3)cc2c1	i	0.3	-1%	1%	-17%	-5%	0.1%	23%	-19%

(further entries)
SMILES	pAkt inh	CCT modulator	EPAC2 antagonist	MmCpn inh	TGFb inhibitor	A549 viability	Nrf2 ARE act	EPAC2 ag	Nrf2 block
COc1ccc2c(c1)OC13CCN(C)CC1C2C(C(=O)c1ccc(F)cc1)C(=O)N3 (stereo not drawn)	i	-2.8	-3%	1%	-1%	-6%	0.7%	7%	4%
CN(C)C(=O)[C@H]1C[C@H]1[C@@H](O)[C@H](CO)NC(=O)[C@H](Cc1ccccc1)NC(=O)OC(C)(C)C	i	-0.3	5%	0%	19%	-7%	-0.7%	5%	-2%
COCCNC(=O)CN(C(=O)Cn1nnc2ccccc21)c1ccccc1C	i	2.2	-1%	2%	13%	-1%	0.3%	-8%	-7%
CC(C)Oc1ccc(S(=O)(=O)N2CCCCC2)cc1NC(=O)CN1C(=O)NC(C)(c2ccccc2)C1=O (stereo not drawn)	i	-0.8	-11%	-2%	-5%	-1%	0.6%	9%	5%
O=C(COC(=O)Cc1c(F)cccc1Cl)NNC(=O)c1ccccc1	i	1.5	-4%	-7%	-1%	-4%	0.2%	2%	-6%
O=C(NCCc1cccnc1)C1CCC(=O)N(Cc2ccc(Cl)cc2)C1 (stereo not drawn)	i	1.3	2%	-1%	2%	6%	0.4%	6%	-5%
CCCCNC(=O)CCn1c(=O)c2ccccc2n(Cc2ccccc2C)c1=O	i	2.0	4%	-2%	0%	1%	1.8%	-10%	-4%
COc1ccc(/C=C(\CC(=O)O)c2nc3ccccc3o2)cc1	i	-2.6	0%	0%	-9%	-3%	0.2%	-2%	-11%
COc1ccc2c(c1)sc1ncc(C(=O)NCc3ccccc3F)c(=O)n12	/	/	/	/	-8%	1%	1.0%	/	0%
COCCCNC(=O)C(C)N1c2cccc3cccc(c23)S1(=O)=O (stereo not drawn)	i	-1.8	4%	-7%	2%	0%	0.2%	0%	9%
Cc1ccc(NC(=O)c2cc(CC(C)C)nc3ccccc23)cc1	i	-2.7	-15%	-5%	0%	4%	-2.5%	1%	5.8µM*
COC(=O)CNC(=O)COC(=O)/C=C/c1ccc(F)cc1	i	-2.4	12%	-1%	0%	4%	4.4%	12%	?
CC1(C)Cc2cccc(OCC(=O)N3CCN(c4ccc([N+](=O)[O-])cc4)CC3)c2O1	i	-0.8	-1%	0%	11%	?	2.4%	7%	-19%
Cc1ccc(-n2ncc3c2CCCC3NC(=O)CCn2ccnc2C)cc1C (stereo not drawn)	i	0.9	9%	/	?	-7%	-0.1%	4%	-7%
CCn1cc(C(=O)NCCCO)c(=O)c2cc(F)c(N3CCN(C)CC3)cc21	i	0.6	6%	2%	-10%	-2%	-0.3%	3%	1%

By substructure, the entries above with a tert-butyl group.
SMILES	pAkt inh	CCT modulator	EPAC2 antagonist	MmCpn inh	TGFb inhibitor	A549 viability	Nrf2 ARE act	EPAC2 ag	Nrf2 block
CCOc1ccc(C(C(=O)NC(C)(C)C)N(CCOC)C(=O)CCC(=O)Nc2nccs2)cc1 (stereo not drawn)	i	-2.2	-7%	2%	-1%	-5%	-0.8%	5%	-11%
CN(C)C(=O)[C@H]1C[C@H]1[C@@H](O)[C@H](CO)NC(=O)[C@H](Cc1ccccc1)NC(=O)OC(C)(C)C	i	-0.3	5%	0%	19%	-7%	-0.7%	5%	-2%

Compound activity (PubChem BioAssay)
